Screening data: PubChem, Center for Chemical Genomics, University of Michigan
Dicer inh = inhibitors of human Dicer processing of pre-microRNA | Q9UPY3 | cat-ELCCA pre-miR-21 Dicer processing, chemiluminescence; active compounds read high | z-score at 25 µM | 47,000 tested, 6% active | AID 1347074; in the data active = z-score above about 3, passing the limit was not always enough;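 note: plate controls were vehicle for no effect and no enzyme for full effect; higher signal means more uncleaved substrate so more Dicer inhibition; strong numbers were not always called active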
Target sequence (Q9UPY3 whole entry, looked up): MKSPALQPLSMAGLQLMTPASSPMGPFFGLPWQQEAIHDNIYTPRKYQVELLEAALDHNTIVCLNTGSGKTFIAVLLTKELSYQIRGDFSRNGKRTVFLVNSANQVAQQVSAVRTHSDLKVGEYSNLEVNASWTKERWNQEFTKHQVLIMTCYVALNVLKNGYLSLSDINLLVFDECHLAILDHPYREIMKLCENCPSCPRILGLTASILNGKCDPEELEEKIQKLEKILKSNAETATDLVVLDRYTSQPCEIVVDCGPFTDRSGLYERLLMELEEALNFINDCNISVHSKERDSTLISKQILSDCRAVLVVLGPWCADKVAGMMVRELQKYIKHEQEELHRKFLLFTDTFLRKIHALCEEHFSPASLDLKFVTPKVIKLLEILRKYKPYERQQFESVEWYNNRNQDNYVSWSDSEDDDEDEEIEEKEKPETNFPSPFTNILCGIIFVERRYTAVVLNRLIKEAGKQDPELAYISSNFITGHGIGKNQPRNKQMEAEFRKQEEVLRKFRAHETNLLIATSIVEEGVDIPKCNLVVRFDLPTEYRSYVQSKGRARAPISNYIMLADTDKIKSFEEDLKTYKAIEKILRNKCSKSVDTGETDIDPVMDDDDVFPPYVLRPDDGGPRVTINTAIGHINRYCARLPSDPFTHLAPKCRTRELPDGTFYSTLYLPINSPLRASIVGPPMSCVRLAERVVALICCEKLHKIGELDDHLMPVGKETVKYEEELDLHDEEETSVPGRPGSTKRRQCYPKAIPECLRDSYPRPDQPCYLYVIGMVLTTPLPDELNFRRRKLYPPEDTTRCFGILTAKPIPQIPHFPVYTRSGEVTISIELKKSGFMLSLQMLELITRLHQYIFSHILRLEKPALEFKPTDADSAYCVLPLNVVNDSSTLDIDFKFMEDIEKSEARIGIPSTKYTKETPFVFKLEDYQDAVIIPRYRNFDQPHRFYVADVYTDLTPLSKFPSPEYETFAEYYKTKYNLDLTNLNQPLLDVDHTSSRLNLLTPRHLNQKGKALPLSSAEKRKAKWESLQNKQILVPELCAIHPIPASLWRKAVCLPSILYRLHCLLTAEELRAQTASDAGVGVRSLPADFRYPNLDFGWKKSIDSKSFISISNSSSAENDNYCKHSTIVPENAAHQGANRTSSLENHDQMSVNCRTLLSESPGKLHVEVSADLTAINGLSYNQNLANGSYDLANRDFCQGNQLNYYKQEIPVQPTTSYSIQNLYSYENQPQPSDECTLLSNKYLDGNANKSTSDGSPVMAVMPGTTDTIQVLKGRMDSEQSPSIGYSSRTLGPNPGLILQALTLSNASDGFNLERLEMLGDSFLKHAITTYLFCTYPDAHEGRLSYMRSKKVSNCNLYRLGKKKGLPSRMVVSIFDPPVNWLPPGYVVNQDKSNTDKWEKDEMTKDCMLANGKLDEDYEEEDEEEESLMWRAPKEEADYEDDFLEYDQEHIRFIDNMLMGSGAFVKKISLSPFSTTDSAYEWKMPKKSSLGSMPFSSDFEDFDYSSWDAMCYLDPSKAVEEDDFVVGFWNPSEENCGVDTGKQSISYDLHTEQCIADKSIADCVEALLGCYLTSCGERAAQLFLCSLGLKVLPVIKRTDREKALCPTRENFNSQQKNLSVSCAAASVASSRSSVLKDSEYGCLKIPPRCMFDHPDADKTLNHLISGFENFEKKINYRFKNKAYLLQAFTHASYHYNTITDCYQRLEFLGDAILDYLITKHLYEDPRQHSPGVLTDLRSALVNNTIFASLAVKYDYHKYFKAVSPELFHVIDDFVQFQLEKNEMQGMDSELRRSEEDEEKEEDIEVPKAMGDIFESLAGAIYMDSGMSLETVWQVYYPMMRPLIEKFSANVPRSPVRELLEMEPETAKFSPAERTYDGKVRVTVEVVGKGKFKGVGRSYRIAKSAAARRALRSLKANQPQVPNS
* marks the source's active call; other numbers are inactive results. Not all compounds are listed; rates above refer to the full screens.

The opening three entries, ahead of the listing:
SMILES	Dicer inh
CSC1=NC(C)(C)CCC(C)(C)N1	-0.69
O=C1c2ccccc2C(=O)C1(Nc1ccc(Cl)c(Cl)c1)c1ccccc1	-0.91
Cc1onc(C(=O)NNC(=O)Nc2ccc(Cl)cc2)c1-c1csc(-c2ccccc2)n1	3.7

Main list (from the top)
SMILES	Dicer inh
CSC1=NC(C)(C)CCC(C)(C)N1	-0.69
O=C1c2ccccc2C(=O)C1(Nc1ccc(Cl)c(Cl)c1)c1ccccc1	-0.91
Cc1onc(C(=O)NNC(=O)Nc2ccc(Cl)cc2)c1-c1csc(-c2ccccc2)n1	3.7
O=C1c2cccc3cccc(c23)C(=O)N1NCCO	2.2
CCOC(=O)c1c(/C=C/c2ccccc2)nn(-c2ccccc2)c1C	-0.1
Cn1nccc1NC(=O)/C(C#N)=C/c1ccc(Cl)cc1	-1.1
CCOC(=O)c1sc(Nc2nc(C)cc(OC)n2)nc1C	0.13
CC1c2ccsc2CCN1S(=O)(=O)c1cc(C(F)(F)F)cc(C(F)(F)F)c1 (stereo not drawn)	0.66
O=C(NC1CCCCC1)C1CCN(S(=O)(=O)c2ccc(Cl)cc2)CC1	0.75
CCN(CC)C(=S)Oc1ccc(Br)cc1C(=O)Nc1ccc(F)cc1F	0.22
COc1ccc2c(c1)CCC1C2=NN(C)C1c1ccc(C(C)C)cc1 (stereo not drawn)	1.1
Cc1cc(OS(=O)(=O)c2cccc(S(=O)(=O)Oc3ccc(Cl)c(C)c3)c2)ccc1Cl	-0.83
CC(C)c1cc(C(C)C)c(S(=O)(=O)NCc2ccco2)c(C(C)C)c1	0.52
Cc1nc(-c2cccs2)sc1C(=O)NNC(=O)Nc1ccc(Cl)cc1	0.9
COC(=O)c1cc2cc(OC)ccc2[nH]1	1.5
O=C(Nc1cc(C(F)(F)F)cc(C(F)(F)F)c1)c1csc(-c2ccc(Cl)cc2)c1	0.43
Nc1nnc(SCC(=O)n2c3ccccc3c3ccccc32)s1	0.83
O=C1NC2(CCCCC2)Oc2ccccc21	2.2
O=c1[nH]c2ccccc2nc1C(F)(F)F	-1.3
CC(C)(C)NC(=O)N1CCC(Nc2nccc(C(F)(F)F)n2)CC1	-1.4
Cc1ccc(NC(=O)N2CCCn3c(SCC(=O)c4ccccc4)nnc32)cc1	-0.31
CCOC(=O)N1CCN(S(=O)(=O)c2ccc(C)cc2)C1	0.77
Cc1cc(N2CCN(C(=O)c3ccco3)CC2)c2nncn2n1	2.9
CS(=O)(=NC(=O)c1ccc(C(F)(F)F)cc1)c1ccccc1 (stereo not drawn)	19
COc1ccccc1-c1nnc(SC)n1-c1ccccc1	0.2
SMILES	Dicer inh
CN(Cc1ccccc1)S(=O)(=O)c1ccc(Oc2cccc(Cl)c2C#N)cc1	-0.85
CSc1nnc(-c2ccc(S(=O)(=O)Oc3cc(Cl)cc(Cl)c3)s2)n1C	1.3
CCC(=O)O[C@]1(C(=O)CCl)[C@@H](C)C[C@H]2[C@@H]3CCC4=CC(=O)C=C[C@]4(C)[C@@]3(F)[C@@H](O)C[C@@]21C	-0.49
CCNC(=O)C(CC(C)C)NC(=O)OC(C)(C)C (stereo not drawn)	-0.32
Cc1nc(SCC(=O)c2ccc(Cl)cc2)n[nH]1	-0.41
Cc1ccc(-c2cc(C(F)(F)F)n3nc(C(=O)O)cc3n2)cc1	2
CCCOC(=O)C1=C(C)Nc2nnnn2C1c1ccccc1OCC (stereo not drawn)	3.4*
OCCCNc1nc2nonc2nc1Nc1ccccc1	-0.78
C[C@H](Cc1ccc(O)c(O)c1)[C@@H](C)Cc1ccc(O)c(O)c1	0.3
Cn1nnnc1SCCNCc1cc(Br)ccc1OCc1ccccc1	0.99
COc1cccc(Nc2nc(N)nc(CN3CCc4ccccc4C3)n2)c1	0.68
COC(=O)C1=C(O)CSC1=Nc1ccccc1	0.42
FC(F)(F)c1ccnc(Sc2ccccc2NC(=S)Nc2ccc(Cl)cc2)n1	-4
COc1cc(C2/C(=C(/O)c3ccc(C)cc3)C(=O)C(=O)N2c2cccnc2)ccc1O (stereo not drawn)	-0.61
CCOC(=O)C1=C(C)N=C2SCCC(=O)N2C1c1ccccc1F (stereo not drawn)	1.6
CO/N=C1\CC(C)(C)Cc2c(-c3ccn(C(=O)Nc4ccc(Cl)cc4)n3)sc(SC)c21	1.7
N#C/C(=C\Nc1ccc(Cl)cc1)S(=O)(=O)c1ccc(Cl)cc1	1.7
CCCN(CCC)S(=O)(=O)c1ccc(C(=O)N(c2cccc(SC)c2)C2OC(=O)c3ccccc32)cc1 (stereo not drawn)	11
Cc1nc(-c2ccc(NS(=O)(=O)c3ccc(Oc4cccc(Cl)c4C#N)cc3)cc2)cs1	2.7
Cc1cccc(NNC(=O)CCc2ccccc2)c1	2.4
CC1(C)COC(c2sccc2C(=O)N(C(=O)NC2CCCCC2)C2CCCCC2)=N1	-0.5
C=C(NCc1ccncc1)c1ccc(Cl)cc1	-0.32
Cc1ccc(-c2cc(=O)n(-c3nc4ccccc4[nH]3)[nH]2)cc1	-0.75
CCOC(=O)c1nn(-c2ccccc2Cl)cc(Sc2ccc(Cl)cc2)c1=O	0.91
CC1(C)C=Cc2cc(/C(N)=N/OC(=O)Nc3cccc(C(F)(F)F)c3)ccc2O1	0.39

Shown with each value named: entries from further up
SMILES: CCOC(=O)C1=C(C)N=C2SCCC(=O)N2C1c1ccccc1F (stereo not drawn)
- Dicer inh = 1.6

SMILES: CSc1nnc(-c2ccc(S(=O)(=O)Oc3cc(Cl)cc(Cl)c3)s2)n1C
- Dicer inh = 1.3

SMILES: CCCN(CCC)S(=O)(=O)c1ccc(C(=O)N(c2cccc(SC)c2)C2OC(=O)c3ccccc32)cc1 (stereo not drawn)
- Dicer inh = 11

SMILES: COc1cccc(Nc2nc(N)nc(CN3CCc4ccccc4C3)n2)c1
- Dicer inh = 0.68

The list goes on:
SMILES	Dicer inh
COC(=O)c1ccc(C)c(-n2c(=O)n(Cc3ccccc3)c(=O)c3[nH]cnc32)c1	2.2
Cc1ccc(S(=O)(=O)Nc2ccc(O)c(S(=O)(=O)c3ccc(C)cc3)c2)cc1	4*
O=C1C(=O)N(CCc2ccccc2)c2ccccc21	18
O=C(O)c1ccc(Nc2nc(-c3ccccc3)c3ccccc3n2)cc1	-0.14
CC(C)CC1C(C#N)=C(N)Oc2n[nH]c(-c3ccccc3)c21 (stereo not drawn)	-4.5
FC(F)(F)c1cc(-c2nc(=S)[nH][nH]2)cc(C(F)(F)F)c1	-1.1
O=C(CC1(O)C(=O)N(CN2CCOCC2)c2ccc(Br)cc21)c1ccc2ccccc2c1 (stereo not drawn)	-0.28
N#C/C(=C\N1CCN(C(c2ccccc2)c2ccccc2)CC1)S(=O)(=O)c1ccc(Cl)cc1	-1.2
N#CC1=C(N)Oc2n[nH]c(-c3ccccc3)c2C1c1ccco1 (stereo not drawn)	-5.4
CC1=C(C(=O)OC2CCCCC2)C(c2ccccc2)C2=C(CC(C)(C)CC2=O)N1 (stereo not drawn)	-0.17
O=C(c1ccccc1)c1sc(Nc2ccccc2)nc1-c1ccccc1	-1.2
CCCS(=O)(=O)c1ccc(NS(=O)(=O)c2sc3ccc(Cl)cc3c2C)cc1	-1
COC(=O)C1=C(C)NC2=C(C(=O)CCC2)C1c1ccc(SC)cc1 (stereo not drawn)	1.7
Cc1cc(C)cc(N2CC(O)=C(c3nc4ccccc4s3)C2=N)c1	1.2
Cc1ccc(C)n1-c1ccsc1C(=O)NNC(=O)C(Cl)Cl	0.24
NC(CCCP(=O)(O)O)C(=O)O (stereo not drawn)	3.2*
COc1cc(C2C(C(=O)c3cccs3)=C(O)C(=O)N2Cc2cccnc2)ccc1O (stereo not drawn)	-0.87
CCCCSC1=C(C#N)C(=O)NC(CCC)S1 (stereo not drawn)	5.4*
CCc1cc(C(=O)c2ccc(OC)cc2)c(NC(=O)CCC(=O)O)s1	0.42
CO/N=C1\CC(C)(C)Cc2c(-c3ccn(C(=O)c4ccc(Cl)cc4)n3)sc(SC)c21	2.7
CSc1n[nH]c(-c2cc(C(F)(F)F)cc(C(F)(F)F)c2)n1	43
Nc1ccc(-n2nc(C(F)(F)F)cc2C(F)(F)F)cc1	-0.32
CCN(C(=O)c1c([N+](=O)[O-])cnn1C)c1ccccc1	2.6
N/C(=N\OC(=O)c1ccc(Cl)cc1)c1ccc(Oc2ccc(C(F)(F)F)cn2)cc1	1.8
Cc1ccc(-c2c3c(nc4ncnn24)-c2ccccc2C3=O)cc1	1.4
SMILES	Dicer inh
CCC1SC2=NC(C)=C(C(=O)OC)C(c3ccccc3)N2C1=O (stereo not drawn)	0.6
CCOc1cc(C2c3c(oc4ccc(Cl)cc4c3=O)C(=O)N2Cc2ccc(F)cc2)ccc1O (stereo not drawn)	1.6
Cn1nc(C(F)(F)F)c(-c2ccccc2)c1N1C(=O)c2ccccc2C1=O	0.14
CC(=O)O/N=C/c1ccc2c(c1)CCO2	-0.47
Cc1cc2c3c(c1)c(O)c(-c1ccccc1)c(=O)n3CCC2	1.2
CNC(=O)Cc1csc2ccc(C)cc12	-0.44
S=C(NC1CC2CCC1C2)NN1C2CSC1CS2 (stereo not drawn)	-0.56
C=CCNc1ncnc2cc(OC)c(OC)cc12	-0.99
C=CCSC(=Nc1ccccc1)C(C#N)c1nc2ccccc2[nH]1 (stereo not drawn)	1.3
CCc1ccc(C2C(C(=O)OC)=C(C)NC3=C2C(=O)CC(C)(C)C3)cc1 (stereo not drawn)	0.1
Clc1cccc(Cl)c1/C=C/c1ccn[nH]1	-0.98
CCOC(=O)Oc1ccc2c(c1)C(C)=CC(C)(C)N2C(=O)OCC	-0.23
CC1CCCN(c2nc3nonc3nc2Nc2ccccc2F)C1 (stereo not drawn)	0.33
Cc1ccc(C(=O)C/C(=C\C(=C2\SC(=S)NC2=O)c2ccc(C)cc2)c2ccccc2)cc1	0.69
CCc1[nH]nc2c1C(c1cccc(OC(=O)N3CCOCC3)c1)C(C#N)=C(N)O2 (stereo not drawn)	-0.99
O=c1cc(C(F)(F)F)[nH]c2cc(Cl)cc(Cl)c12	-0.02
COC(=O)c1ccc2c(c1)nnn2C(C)C	-0.89
Cc1ccccc1Cn1cc(NC(=O)c2cnn3c(C(F)F)cc(-c4ccccc4)nc23)cn1	-0.07
O=c1c(-c2ccc3c(c2)OCCO3)coc2cc(O[C@@H]3O[C@@H](CO)[C@H](O)[C@@H](O)[C@@H]3O)ccc12	1.1
O=C1CC(SCc2ccc(Cl)cc2)C(=O)N1c1ccccc1 (stereo not drawn)	-5.8
CCCCCOC(=O)C1=C(C)NC2=C(C(=O)CC(C)(C)C2)C1c1cccc(F)c1 (stereo not drawn)	0.23
O=c1[nH]c(SCc2ccccc2)nc2ccccc12	-0.47
Cc1ccc(S(=O)(=O)N(C(=O)C(C)C)c2ccc3oc(=O)sc3c2)cc1	1.7
Cc1[nH]nc(-c2ccc(O)cc2O)c1-c1nc2ccccc2s1	1.7
S=C(Nc1ccccc1)N1c2ccccc2Sc2ccccc21	0.44

Fetched one by one from the list above:
SMILES	Dicer inh
Cc1ccccc1Cn1cc(NC(=O)c2cnn3c(C(F)F)cc(-c4ccccc4)nc23)cn1	-0.07
O=c1cc(C(F)(F)F)[nH]c2cc(Cl)cc(Cl)c12	-0.02

The list goes on.
SMILES	Dicer inh
CCOC(=O)c1c(CNC(=O)c2ccc(N3CCOCC3)nc2)c(C)n(C2CC2)c1C	1
CCNc1nc(C(=O)O)nc(N2CCOCC2)n1	2.8
OCCCNCC(O)CN1c2ccccc2Sc2ccccc21 (stereo not drawn)	2.3
CC(C)(C)c1cc2nc(C(F)(F)F)cc(NNC(=O)c3ccc(Cl)cc3)n2n1	5.2*
Cc1ncc(-c2nnnn2-c2ccccc2)c(C(F)(F)F)n1	0.53
O=C(/C=C/Sc1ccc(Cl)cc1)c1ccccc1	-1.2
Cc1cnc(N2CCN(NC(=S)Nc3cccnc3)CC2)c(Cl)c1	-1.5
NCC(O)c1ccc(O)c(O)c1 (stereo not drawn)	-1.1
Fc1ccc(-n2c(-c3cccs3)cs/c2=N\c2ccccn2)cc1	0.3
Cc1ccc(Oc2c(C)nc(-c3ccccc3)[nH]c2=O)cc1	0.51
CCN(CC)c1ccc2c(c1)OC(N)=C(C#N)C2c1cccc(OC)c1 (stereo not drawn)	1.5
CCOC(=O)c1ccc(OC(=O)CCCCCN=C(N)N)cc1	7.5
CSc1noc(-c2ccc(C(C)(C)C)cc2)c1C#N	0.11
c1ccc(Cn2c(NCc3ccco3)nc3ccccc32)cc1	3.7*
Cc1cc(C(=O)Nc2ccccc2)oc(=O)c1	-2.2
COc1cc(OC)cc(C(C)(C)OC(=O)NCCC(=O)O)c1	-1
COc1ccc([N+](=O)[O-])c(OC)c1C(=O)Nc1ccccc1C(=O)NCC1CC1	0
Cn1nc(NC(=O)CC23CC4CC(CC(C4)C2)C3)c2ccccc21	1.1
CCOC(=O)c1sc2sc(C(=O)OCC)c(-c3ccc(Cl)cc3)c2c1N	-1.8
CN(C)/C=C1/C(=O)NN=C1CSc1ccccn1	-7.5
CC1(C)CC(=O)C(C2(O)C(=O)c3ccccc3C2=O)C(=O)C1	-6.7
CC(C)CNC(=O)c1nn2c(C(F)(F)F)cc(-c3cccs3)nc2c1Cl	0.12
Cc1c(Nc2nc3nonc3nc2Nc2cccc(Cl)c2)c(=O)n(-c2ccccc2)n1C	-0.18
C=CCN1C(=O)c2cccc3c(N4CCCCC4)ccc(c23)C1=O	0.77
O=C(Nc1cnc2ccc(Cl)cn2c1=O)c1ccccc1	-0.13
CCOC(=O)c1cc(C#N)c(Oc2ccccc2)nc1C(F)(F)F	-0.08
CS(=O)(=O)c1noc(-c2cccs2)c1C#N	-2.7
COc1ccc(-c2oc3ccc(C)cc3c(=O)c2O)cc1OC	-1.5
COC(=O)/C(=C/C(=O)c1ccc(Cl)cc1)Nc1ccccc1	0.66
Cc1cc2c(c(Sc3ccc(Cl)cc3)n1)C(=O)NC2=O	-2.4

Some of these compounds in order of length of the SMILES, rising.
SMILES	Dicer inh
CSc1noc(-c2ccc(C(C)(C)C)cc2)c1C#N	0.11
CCN(CC)c1ccc2c(c1)OC(N)=C(C#N)C2c1cccc(OC)c1 (stereo not drawn)	1.5
CCOC(=O)c1c(CNC(=O)c2ccc(N3CCOCC3)nc2)c(C)n(C2CC2)c1C	1
